Pyk2 oligo antag: antagonists of human Pyk2 oligomerization | Q14289 | Q293 cells, Pyk2 FERM NanoBiT luminescence; stronger effect = lower value | z-score (the deposit names both 25 µM and 10 µM) | 0.83% of 99,000 active | AID 1347419;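 active = Z-score of -3 or lower, scaled per plate to the spread of control and sample wells; inactive = z-score above -3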;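 note: negative z-score means lost luminescence so less FERM oligomerization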
E coli WT exp: growth inhibitors of E. coli BW25113 wild type. OD600 absorbance. growth inhibition, % at 100 µM. 0.15% of 98,000 active. AID 710;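 active = growth inhibition above about 50% at one test dose, limit read from the data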;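 note: growth measured after 20 h incubation at 37 °C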
PostGolgi yeast: growth inhibition of a yeast mutant, post-Golgi transport screen; 0.9% of 98,000 active; post-Golgi transport phenotypic cell assay; inhibition, % at 10 µM; in the data active = inhibition above about 30%;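 note: yeast cells grown in 1536-well plates; yeast grown about 18 h at 30C before absorbance read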
CYP2C19 inhib: human CYP2C19 inhibition; P33261; CYP2C19 Supersomes, luciferin-H EGE luminescence, 30 min; inhibition, % at 5 µM; 21% of 96,000 active; AID 778;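 active = CYP2C19 inhibition above a set limit at 5 µM in the primary screen, cut at about 50% in these data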;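 note: plate controls were negative control wells for no effect and 2.5 mM tranylcypromine positive control for full effect; values of inactives mirror those of a sister screen read the other way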
CYP2C9 activ: increases human cytochrome P450 2C9 activity; P11712; recombinant CYP2C9, luciferin-H conversion, luminescence; stronger effect = higher value; factor 1 = untreated enzyme, 0 = blocked; activation factor at 5 µM; 1.4% of 96,000 active;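 active = activation factor of 2 or more for CYP2C9 at a 5 µM dose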;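 note: 0 = sulfaphenazole-blocked wells and 1 = vehicle-only wells; values of inactives mirror those of a sister screen read the other way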
PLAP act: human PLAP activation. purified PLAP enzyme, luminescent substrate read-out; stronger effect = higher value. activation fold at 20 µM. 1.2% of 96,000 active. AID 696; in the data active = activation fold above about 2
CYP2C19 act: increases human CYP2C19 enzyme activity | recombinant CYP2C19, luciferin-H EGE luminescence; stronger effect = higher value; 0 = fully inhibited enzyme, 1 = untreated enzyme | 96,000 tested, under 10 active | activation factor at 5 µM | P33261 | AID 1025;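 active = activation factor of at least 2 at 5 µM in the primary screen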;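 note: 0 = wells with 2.5 mM tranylcypromine and 1 = vehicle-only wells; values of inactives mirror those of a sister screen read the other way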
CYP2C9 inh: blocks human cytochrome P450 2C9; inhibition, % at 5 µM; 20% of 96,000 active; P11712; CYP2C9 Supersomes, luciferin-H conversion, luminescence;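 active = blocking of liver enzyme CYP2C9 beyond about 50% at 5 µM, limit read from the data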; note: values of inactives mirror those of a sister screen read the other way
EphB4 ephrin blk: antagonists of human EphB4-ephrin-B2 interaction | P54760 | EphB4 LBD / TNYL-RAW-Alexa532 peptide, fluorescence polarization | inhibition, % at 7 µM | 0.15% of 97,000 active | AID 720;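 active = inhibition above the screen-wide mean inhibition plus 3 SD, cut at about 15% in these data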;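 note: 0% = DMSO wells and 100% = excess unlabeled TNYL-RAW peptide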
Target sequence (P54760 whole entry, looked up, the tested form may be a part): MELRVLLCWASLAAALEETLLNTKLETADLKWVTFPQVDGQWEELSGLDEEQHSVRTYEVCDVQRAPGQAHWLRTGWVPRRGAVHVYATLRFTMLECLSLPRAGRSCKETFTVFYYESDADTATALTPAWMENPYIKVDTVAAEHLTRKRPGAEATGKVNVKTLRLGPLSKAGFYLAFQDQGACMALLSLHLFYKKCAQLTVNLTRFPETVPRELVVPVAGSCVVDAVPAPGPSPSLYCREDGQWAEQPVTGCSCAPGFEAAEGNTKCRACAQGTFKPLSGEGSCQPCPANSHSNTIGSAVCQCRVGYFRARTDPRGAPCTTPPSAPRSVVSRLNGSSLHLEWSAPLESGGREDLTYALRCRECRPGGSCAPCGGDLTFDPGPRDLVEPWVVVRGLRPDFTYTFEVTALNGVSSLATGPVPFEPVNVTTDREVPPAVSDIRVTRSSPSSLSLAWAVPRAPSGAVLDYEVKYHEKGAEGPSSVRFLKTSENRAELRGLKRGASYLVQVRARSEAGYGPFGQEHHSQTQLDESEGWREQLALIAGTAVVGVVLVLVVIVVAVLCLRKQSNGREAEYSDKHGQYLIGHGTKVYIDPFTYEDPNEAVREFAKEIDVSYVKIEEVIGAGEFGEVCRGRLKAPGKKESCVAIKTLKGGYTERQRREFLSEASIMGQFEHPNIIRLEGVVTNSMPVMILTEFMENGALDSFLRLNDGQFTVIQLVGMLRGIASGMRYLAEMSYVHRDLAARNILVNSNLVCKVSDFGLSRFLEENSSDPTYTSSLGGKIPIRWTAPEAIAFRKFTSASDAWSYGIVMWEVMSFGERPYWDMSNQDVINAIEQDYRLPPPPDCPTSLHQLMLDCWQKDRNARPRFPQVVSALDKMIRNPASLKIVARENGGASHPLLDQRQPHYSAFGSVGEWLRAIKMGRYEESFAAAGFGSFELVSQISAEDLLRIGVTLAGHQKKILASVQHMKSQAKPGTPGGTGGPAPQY
The depositor's hits bear a star; / = no result given.

SMILES	Pyk2 oligo antag	E coli WT exp	PostGolgi yeast	CYP2C19 inhib	CYP2C9 activ	PLAP act	CYP2C19 act	CYP2C9 inh	EphB4 ephrin blk
O=C(Nc1ccccc1)C1CC(=O)n2ncnc2N1 (stereo not drawn)	-0.09	-2	2	1	1.1	0.9	1	-7	-11
O=C(CN1CCC(n2nnc3cc(F)ccc32)CC1)NC1CCCCC1	0.19	0	-3	58*	0.4	1.4	0.4	60*	3
O=C(C1CC1)N1CCc2cc(Br)cc(S(=O)(=O)NCc3ccco3)c21	0.71	-12	-5	15	1	0.9	0.8	-2	/
CN(C)S(=O)(=O)c1ccc(C(=O)N2CCC(c3nc4ccccc4o3)CC2)cc1	-0.04	-4	2	0	0.9	1.6	1	14	4
Clc1cccc(Cl)c1COc1ccncc1	0.51	-3	4	/	/	/	/	/	1
O=C1NCCN1C(=O)N(c1ccccc1)c1ccccc1	0.14	-11	-3	4	1	1.1	1	-1	3
CCOc1ccc(S(=O)(=O)NCc2cccs2)cc1	0.84	-7	-6	47	0.6	0.9	0.5	42	-4
O=C(c1ccco1)N1CCN(/C(=N/S(=O)(=O)c2cccs2)c2ccccc2Cl)CC1	1.2	-4	-23	36	0.6	1.4	0.6	37	-4
CCCCCn1c(SC(C)C(C)=O)nc2c1c(=O)[nH]c(=O)n2C (stereo not drawn)	/	7	-8	-3	0.9	1.2	1	12	1
Cn1c(CC(=O)Nc2ccccc2)nnc1SCC(=O)c1ccccc1	0.84	-1	-5	33	0.2	1.4	0.7	76*	0
CN=Cc1c(NC)nc2c(C)cccn2c1=O	0.89	11	-5	-5	1	1	1	-3	3
O=C(CSc1nnc(-c2ccc(Cl)s2)o1)N1CCc2ccccc21	/	/	/	45	0.9	1	0.5	14	0
NCC12CC3CC(CC(O)(C3)C1)C2	1.7	-8	-2	14	0.9	0.7	0.9	5	-6
CCN1CCCC1CNCc1cc(OC)c(OC)c(OC)c1 (stereo not drawn)	0	7	2	-13	1.1	0.9	1.1	-12	-2
Cc1ccc2c(c1)N(C(=O)c1ccco1)C(C)(C)c1ssc(=S)c1-2	-0.95	-9	1	33	0.5	0.9	0.7	54*	-2
Cc1cccc2sc(NC(=O)c3ccc(Cl)s3)nc12	/	-17	3	18	0.7	1	0.8	28	-5
CCc1ccc2c(COn3nnc4ccc(S(=O)(=O)N(C)C)cc43)cc(=O)oc2c1	1.1	-10	18	26	0.7	1.6	0.7	26	4
COCc1cc(=O)n2[nH]c(SC)nc2n1	0.57	-17	11	-13	1.1	0.9	1.1	-9	/
O=C(CCC1COc2ccccc2O1)NC1CCCCC1 (stereo not drawn)	-0.33	3	29	56*	0.9	1	0.4	12	7
CCN(CC)S(=O)(=O)c1cccc(C(=O)Nc2ccc(C#N)cc2)c1	0.39	-3	-3	22	0.6	0.9	0.8	40	/
COCCCNC(=O)C1CCCCN1S(=O)(=O)c1ccc(F)cc1 (stereo not drawn)	1.8	0	9	10	0.9	1.1	0.9	6	-9
COc1cc(NS(=O)(=O)c2ccc(NC(=O)/C(=C\c3ccccc3OC)NC(=O)c3ccccc3)cc2)nc(OC)n1	-1	-8	-4	2	1	1.5	1	2	-1
CCOC(=O)c1ccc(NC(=O)CN(c2ccc(C)cc2)S(=O)(=O)c2c(C)nn(C)c2C)cc1	-2.2	-6	-6	26	0.8	1.6	0.7	22	1
COc1ccc(-c2nc(-c3ccc(Br)cc3)no2)c(OC)c1	-0.23	-7	-20	-9	1.4	0.9	1.1	-44	1
Cc1cc(C)c(C#N)c(SCc2ccc3c(c2)OCO3)n1	-1.6	2	-2	96*	0.1	0.8	0	90*	2

Brought forward from above: four compounds; new compounds follow.
SMILES	Pyk2 oligo antag	E coli WT exp	PostGolgi yeast	CYP2C19 inhib	CYP2C9 activ	PLAP act	CYP2C19 act	CYP2C9 inh	EphB4 ephrin blk
COc1cc(NS(=O)(=O)c2ccc(NC(=O)/C(=C\c3ccccc3OC)NC(=O)c3ccccc3)cc2)nc(OC)n1	-1	-8	-4	2	1	1.5	1	2	-1
CCOC(=O)c1ccc(NC(=O)CN(c2ccc(C)cc2)S(=O)(=O)c2c(C)nn(C)c2C)cc1	-2.2	-6	-6	26	0.8	1.6	0.7	22	1
COc1ccc(-c2nc(-c3ccc(Br)cc3)no2)c(OC)c1	-0.23	-7	-20	-9	1.4	0.9	1.1	-44	1
Cc1cc(C)c(C#N)c(SCc2ccc3c(c2)OCO3)n1	-1.6	2	-2	96*	0.1	0.8	0	90*	2
O=C1c2ccccc2NC(c2cccc(Cl)c2)N1N=C1CCCCCC1 (stereo not drawn)	-0.37	3	-2	29	0.9	0.9	0.7	7	3
COc1cccc(-c2nc(CS(=O)(=O)CC(=O)N3CCN(c4ccccn4)CC3)c(C)o2)c1	/	0	-16	21	0.5	1.5	0.8	51*	/
Cc1c(CN(C)CCc2ccccc2)c(=O)n(-c2ccccc2)n1C	0.87	5	-5	-13	1.2	1.3	1.1	-16	-7
Cn1c2ccccc2c2c(C(=O)N3CCN(c4ccccc4)CC3)cn(C3CCCC3)c(=O)c21	-0.64	-25	5	40	0.5	1.6	0.6	52*	6
CCOC(=O)/C=c1\s/c(=C\c2ccc3cc(OC)ccc3c2)c(=O)n1CC(=O)NCC1CCCO1 (stereo not drawn)	0.35	-2	-5	31	0.5	1.2	0.7	48	-8
Cn1c(=O)c2c(-c3ccccc3)n(CCCN3CCOCC3)cc2n(C)c1=O	-0.67	-3	1	9	1.1	1	0.9	-11	5
CCOc1ccc2[nH]c(=O)c(CN(CCCO)C(C)=O)cc2c1	-0.69	1	5	-11	1.1	1	1.1	-10	/
C(=C\c1ccccc1)/CSc1nnc(-c2ccncc2)n1Cc1ccco1	-0.24	7	-1	89*	0.6	1.1	0.1	36	/
Cc1ccccc1-n1nnnc1SC1CCOC1=O (stereo not drawn)	1.8	3	-2	59*	2.2*	1.3	0.4	-120	/
Cc1ccc(S(=O)(=O)NC2CCCc3ccccc32)cc1C (stereo not drawn)	-0.92	-10	4	9	1.5	0.9	0.9	-54	3
COc1ccc(NC(=O)C2CCN(S(=O)(=O)c3ccc(OC)c(OC)c3)CC2)c(OC)c1	0.7	/	/	5	1.1	1.6	0.9	-10	/
COc1ccc(OC)c(S(=O)(=O)n2ccnc2C)c1	0.71	3	-2	93*	1.5	0.8	0.1	-50	-3
CCOC(=O)/C(C(N)=NCC(C)C)=C(/O)c1ccccc1	-0.43	10	-6	26	0.8	1.1	0.7	24	-3
O=C(c1ccccc1)N1CCCC(c2ccc(Cl)cc2)=N1	0.07	13	7	57*	0.6	1	0.4	45	-6
COc1ccc(S(=O)(=O)N(Cc2cc3cc(C)ccc3[nH]c2=O)CC2CCCO2)cc1 (stereo not drawn)	-0.9	-6	6	25	0.4	0.9	0.7	60*	1
COCC(C)n1c(C)cc(C(=O)COC(=O)c2ccc(N3CCCC3=O)cc2)c1C (stereo not drawn)	-0.2	-11	-5	13	1	1.7	0.9	2	-8
CC(=O)NCCc1ccc(S(=O)(=O)Nc2cccnc2)cc1	-0.22	4	5	19	1	1	0.8	5	4
Cc1ccccc1NC1c2ccccc2C(=O)N1Cc1ccco1 (stereo not drawn)	/	-5	-12	38	0.8	1	0.6	25	-1
Cc1ccc(CCNC(=O)C2CCCN(S(=O)(=O)c3c(C)noc3C)C2)cc1 (stereo not drawn)	-0.11	2	11	14	0.6	1	0.9	43	-11
CCOc1ccc(NC(=O)Cc2c(O)c3ccccc3[nH]c2=O)cc1	0.15	-2	1	-8	0.8	1	1.1	16	-2
Cn1c(SCc2ccon2)nc2ccccc2c1=O	-0.62	-2	22	47	0.7	1	0.5	31	0
COc1cc(OC)c(NC(=S)Nc2cccc(C(C)=O)c2)cc1Cl	-1.2	4	-4	54*	0.7	1	0.5	34	1
CSCCC(N=CC1=C(O)CC(C)(C)CC1=O)C(=O)O (stereo not drawn)	-0.26	2	-4	-22	1.2	1.1	1.2	-17	-6
COC(=O)c1c(NC(=O)CSc2n[nH]c(N)n2)sc(C)c1C	-1.5	5	13	13	0.7	1.5	0.9	32	-5
CCCCC(=O)Nc1ccc(C(=O)Nc2ccc3c(c2)OCO3)cc1	-0.73	-10	-5	28	0.6	1	0.7	41	0

The closing 2 compounds of the part before come first, to join the parts:
SMILES	Pyk2 oligo antag	E coli WT exp	PostGolgi yeast	CYP2C19 inhib	CYP2C9 activ	PLAP act	CYP2C19 act	CYP2C9 inh	EphB4 ephrin blk
COC(=O)c1c(NC(=O)CSc2n[nH]c(N)n2)sc(C)c1C	-1.5	5	13	13	0.7	1.5	0.9	32	-5
CCCCC(=O)Nc1ccc(C(=O)Nc2ccc3c(c2)OCO3)cc1	-0.73	-10	-5	28	0.6	1	0.7	41	0
CC1=CCC(Cc2nc3ccccc3o2)C1(C)C (stereo not drawn)	-0.01	4	-9	-6	1.1	1	1.1	-5	-7
O=c1c(Cc2ccc(Cl)cc2Cl)c(O)ccn1Cc1ccc(Cl)cc1	-2.7	2	14	54*	0.9	1.3	0.5	13	3
CCn1c(COc2ccccc2C)nnc1SCC(=O)OC	1.9	-2	13	50	1.6	1.2	0.5	-65	/
Cn1nc(C(C)(C)C)cc1C(=O)Nc1nc2c(s1)C(=O)CC(C)(C)C2	-0.67	3	-6	10	0.9	1.4	0.9	8	6
CCOC(=O)N1CCC(NC(=O)C2CCCN(c3nc4ccccc4o3)C2)CC1 (stereo not drawn)	0.14	3	-1	18	1	1.4	0.8	3	-1
O=S(=O)(c1ccc(N2CCN(c3ccc(F)cc3)CC2)cc1)N1CCCC1	0.02	-13	2	1	0.9	0.9	1	7	-8
O=C(c1cn(-c2ccccc2)nc1-c1cccs1)N1CCOCC1	0.71	9	2	15	0.6	1.2	0.9	38	6
O=C(O)C1CC(=O)N(CCc2ccccc2)C1 (stereo not drawn)	0.19	4	-3	6	1	0.7	0.9	5	3
CCc1cc2ccccc2nc1SCC(=O)N1CCN(C(=O)c2ccco2)CC1	0.35	-4	8	83*	0.2	1.7	0.2	80*	/
CCOc1ncccc1C(=O)OCC(=O)c1ccc(Cl)s1	-0.45	1	5	55*	0.9	1.4	0.5	10	-1
O=C(OCC#CCSc1nnc(-c2cccc3ccccc23)o1)c1ccco1	-0.87	-16	-10	2	2.1*	0.9	1	-107	1
CCCn1nc2cc(C(=O)NCc3ccc(C)cc3)ccc2c1OC	/	1	-5	3	0.9	0.9	1	7	-11
O=C(Nc1ccccc1)N1CCC(c2nc(-c3ccc(S(=O)(=O)N4CCOCC4)cc3)no2)CC1	1.1	-6	-5	10	0.5	0.9	0.9	46	7
CCOCCCn1c(=S)[nH]c2cc(C(=O)N3CCOCC3)ccc2c1=O	0.8	0	2	-2	1	1	1	5	-2
CN1c2ccccc2C(O)=C(C(=O)Nc2ccccc2)S1(=O)=O	0.81	-9	22	-7	0.2	1.1	1.1	76*	3
O=C(CN1CCN(CC(=O)Nc2ccc3c(c2)OCO3)CC1)Nc1ccc(F)cc1	1.2	-6	-3	17	0.7	1	0.8	33	4
COC(=O)/C=C(\C)NC(=O)c1ccc(F)cc1	-0.31	7	-9	20	0.9	1.1	0.8	11	-1
c1ccc(-c2ccc(CN3CCN(c4ncccn4)CC3)cc2)cc1	-2	7	-4	-9	0.9	1.6	1.1	11	-7
CCC1Oc2ccccc2N(CC(=O)NCCCN2CCCCC2C)C1=O (stereo not drawn)	1.3	2	0	6	0.8	0.9	0.9	17	-5
Cc1ccc(C2CC(C(F)(F)F)n3nc(C(=O)NCCN4CCOCC4)cc3N2)cc1 (stereo not drawn)	0.82	2	-7	-4	1.1	1.5	1	-11	-7
Cc1cc[n+](CC(=O)c2cccs2)cc1	0.56	3	-10	-1	1	0.7	1	-5	-2
Cc1c(Nc2nc3ccccc3nc2NS(=O)(=O)c2cccs2)c(=O)n(-c2ccccc2)n1C	0.18	5	8	1	0.5	1.5	1	48	4
CCc1nc2cc(CC(=O)O)ccc2o1	0.44	2	5	-3	0.8	0.8	1	20	-5
Nc1nonc1-c1nc2ccccc2n1CC(=O)O	0.72	-5	19	49	1	1.2	0.5	0	-5
CCOC(=O)c1cc(S(=O)(=O)NC2CCN(C(=O)OCC)CC2)cn1C	3.2	-1	20	31	0.4	1.1	0.7	57*	-2
